GSK3A inh = blocks human GSK-3 alpha kinase. P49840. ADP-Glo luminescence, 60 min. inhibition, % at 10 µM. hit rate 0.1% among 320,000. AID 2650;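 in the data active = inhibition above about 50%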;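 also: GST-tagged GSK-3 alpha with peptide substrate and 25 µM ATP; 0% = DMSO neutral wells and 100% = GW8510 positive control wells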
Target sequence (P49840 whole entry, looked up): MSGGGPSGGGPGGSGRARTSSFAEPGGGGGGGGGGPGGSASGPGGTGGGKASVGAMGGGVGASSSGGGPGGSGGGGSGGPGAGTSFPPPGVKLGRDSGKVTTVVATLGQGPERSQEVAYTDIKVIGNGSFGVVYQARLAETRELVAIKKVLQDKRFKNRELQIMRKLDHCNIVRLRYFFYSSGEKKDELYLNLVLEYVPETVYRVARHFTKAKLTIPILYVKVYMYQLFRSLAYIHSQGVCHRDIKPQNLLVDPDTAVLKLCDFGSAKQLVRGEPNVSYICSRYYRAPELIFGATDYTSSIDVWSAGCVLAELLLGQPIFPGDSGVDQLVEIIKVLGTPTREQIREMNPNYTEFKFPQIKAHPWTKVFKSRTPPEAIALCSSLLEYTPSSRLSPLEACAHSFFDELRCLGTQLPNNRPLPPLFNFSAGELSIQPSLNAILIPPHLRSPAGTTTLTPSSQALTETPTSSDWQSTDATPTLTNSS
KLF5 inhibitor = suppresses KLF5 promoter-driven expression; DLD-1 KLF5 promoter-luciferase reporter, luminescence; inhibition, % at 5 µM; hit rate 0.23% among 290,000;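 active = inhibition above a per-plate limit of that plate's mean compound inhibition plus 3 SD, cut at about 60% in these data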;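 also: 0% = DMSO wells and 100% = LY294002 at 200 µM; higher means less KLF5 promoter-driven luciferase light; inactives centre near -14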
AI-2 QS mod = modulates the Vibrio harveyi AI-2 quorum sensing system. Vibrio harveyi JMH597 AI-2 luminescence/OD600 ratio, 9 h; stronger effect = lower value; strain lacks LuxN and CqsS sensors; 0 = neutral-control median. activity change, % at 7.5 µM. hit rate 0.4% among 300,000. AID 2094; in the data active = activity change below about -75%, passing the limit was not always enough; inconclusive = no clear call, values can overlap the other calls;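 also: luminescence divided by OD600 gain over 9 h not by final OD600 alone; inactives centre near 13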
HSF1 inhib = HSF1 inhibition | hit rate 0.77% among 300,000 | activity change, negative = inhibition, % at 7.5 µM (by protocol) | NIH3T3-HGL HSE-luciferase, MG132-induced, luminescence 8 h; stronger effect = lower value;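 active = more than half of replicate wells show activity change below -50%, luminescence cut by over half; inconclusive = some wells, but at most half, below -50%; inactive = no replicate well below -50%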;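 also: luciferase reports HSF-1 transcriptional activity via heat shock element; 0% = median of DMSO wells and -100% = zero luminescence signal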
HSP90 inh = HSP90 refolding inhibition in rabbit reticulocyte lysate | luciferase refolding luminescence, 3 h | inhibition, % at 5.6 µM | hit rate 0.91% among 290,000 | AID 1789;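 active = inhibition above the screen-wide mean plus 3 SD, computed separately per campaign, cut at about 16% in these data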;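 also: 0% = DMSO wells and 100% = 60 µM geldanamycin wells; inhibitors lower the luminescence because luciferase stays unfolded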
HIF act = HIF pathway transcriptional activation; activation, % at 7.5 µM (by protocol); hit rate 0.32% among 300,000; U2OS HRE-luciferase reporter, luminescence; normalized: DMSO 0%, desferrioxamine 100%;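 active = mean activation of at least 10% of the iron chelator positive control signal, with at least half of replicates also reaching 10%; inconclusive = mean and replicate majority disagree about reaching 10%; inactive = mean and most replicates under 10%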
HSF1 activator = increases HSF-1 driven luciferase reporter signal; NIH3T3-HGL HSF-1 luciferase reporter, MG132, 8 h; 100% = twice DMSO control signal; activation, % at 9 µM; hit rate 1.7% among 300,000; AID 504408;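 active = mean replicate activation of at least 50% with a set share of replicates each reaching 50%; inconclusive = only one of those two conditions met; inactive = mean below 50% and too few replicates reaching it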;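 also: 0% = median of the neutral control wells and 100% = twice that signal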
GSK3B inh = inhibitors of human GSK3beta kinase; GST-GSK3beta kinase, ADP-Glo luminescence, 60 min; stronger effect = lower value; activity score (negative = inhibition), % at 10 µM; P49841; hit rate 0.038% among 300,000;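 active = more than half of replicate wells score below -50%, meaning over 50% inhibition versus plate controls; inconclusive = some replicates but at most half score below -50%; inactive = no replicate scores below -50%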;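 also: 0% = median DMSO wells and -100% = median GW8510 positive control wells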
Target sequence (P49841 whole entry, looked up): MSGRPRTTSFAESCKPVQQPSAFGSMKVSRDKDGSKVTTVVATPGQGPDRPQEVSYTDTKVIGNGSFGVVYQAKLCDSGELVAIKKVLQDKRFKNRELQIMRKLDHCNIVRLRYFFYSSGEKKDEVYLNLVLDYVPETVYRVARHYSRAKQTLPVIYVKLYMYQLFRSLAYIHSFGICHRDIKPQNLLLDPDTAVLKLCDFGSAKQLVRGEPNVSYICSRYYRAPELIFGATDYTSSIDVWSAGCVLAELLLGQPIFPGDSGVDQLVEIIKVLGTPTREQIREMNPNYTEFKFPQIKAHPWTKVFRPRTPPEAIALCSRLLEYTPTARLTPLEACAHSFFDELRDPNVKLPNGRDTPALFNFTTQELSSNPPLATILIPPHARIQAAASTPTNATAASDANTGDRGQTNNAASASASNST
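test system = GST-tagged human GSK3beta kinase, cell-free | reagent = 25 µM ATP with peptide substrate | dosing = one dose of 10 µM per compound | schedule = 60 min reaction, RT | detection = luminescent ADP-Glo measurement of ADP formed | control set = DMSO neutral wells and GW8510 at 20 µM as positive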
aSyn UTR inh = MLPCN primary screen, SNCA 5' untranslated region | alpha-synuclein 5'UTR reporter, inhibitor activity | inhibition, % (tested at 7.5 µM) | hit rate 0.82% among 300,000 | AID 1813; in the data active = inhibition above about 60%; inconclusive = no clear call, values can overlap the other calls;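 also: H4 neuroglioblastoma cells stably carrying SNCA 5'UTR luciferase fusion; 0% = DMSO wells and 100% = positive control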
IEC-6 cytotox = IEC-6 cytotoxicity, counter-screen for KLF5 inhibitors; hit rate 0.78% among 290,000; inhibition, % at 5 µM; AID 1825; luminescence viability; in the data active = inhibition above about 22%;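 also: 0% = plate median of test compound wells and 100% = cytotoxic reference compound wells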
* = called active by the depositor.

What do the screens show for `CC(C)(C)NC(=O)CN(C(=O)Cn1nnc(-c2ccc(Cl)cc2)n1)C1CCN(Cc2ccccc2)CC1`?
GSK3A inh: -1; KLF5 inhibitor: -18; AI-2 QS mod: 20; HSF1 inhib: -6; HSP90 inh: 2; HIF act: -1.6; HSF1 activator: -10; GSK3B inh: -2; aSyn UTR inh: 22; IEC-6 cytotox: 0

Results for CCN1CCN(Cc2c3ccccc3cc3ccccc23)CC1 ?
GSK3A inh: -1; KLF5 inhibitor: -30; AI-2 QS mod: 27; HSF1 inhib: 0; HSP90 inh: 3; HIF act: 0.8; HSF1 activator: 5; GSK3B inh: -1; aSyn UTR inh: 2; IEC-6 cytotox: 0

Results for CC(=O)c1c(N2CCN(CCO)CC2)nc(=S)n(-c2ccccc2)c1C ?
GSK3A inh: 10; KLF5 inhibitor: 0; AI-2 QS mod: 7; HSF1 inhib: -64*; HSP90 inh: -1; HIF act: -0.2; HSF1 activator: -72; GSK3B inh: 1; aSyn UTR inh: -15; IEC-6 cytotox: 0

Results for COCc1nnc(NC(=O)c2ccccc2[N+](=O)[O-])s1 ?
GSK3A inh: -2; KLF5 inhibitor: -36; AI-2 QS mod: 4; HSF1 inhib: 1; HSP90 inh: 2; HIF act: -0.7; HSF1 activator: -16; GSK3B inh: 0; aSyn UTR inh: -1; IEC-6 cytotox: -1

What do the screens show for `Cc1csc(NC(=O)CSc2nnc(-c3cc(C)on3)o2)n1`?
GSK3A inh: -1; KLF5 inhibitor: -25; AI-2 QS mod: 6; HSF1 inhib: 2; HSP90 inh: -3; HIF act: 0.1; HSF1 activator: 9; GSK3B inh: -1; aSyn UTR inh: -24; IEC-6 cytotox: -1

How did CC(=O)Nc1ccc(OCC(O)CN2C(C)CCCC2C)cc1 (centres undefined) do in these assays?
GSK3A inh: -3; KLF5 inhibitor: 3; AI-2 QS mod: 26; HSF1 inhib: -5; HSP90 inh: -2; HIF act: 0.1; HSF1 activator: -20; GSK3B inh: 0; aSyn UTR inh: -1; IEC-6 cytotox: 7

What do the screens show for `CC1CCC(N2CCNCC2)CC1` (centres undefined)?
GSK3A inh: -14; KLF5 inhibitor: -33; AI-2 QS mod: 8; HSF1 inhib: 1; HSP90 inh: 0; HIF act: -0.6; HSF1 activator: -22; GSK3B inh: 2; aSyn UTR inh: 0; IEC-6 cytotox: -4

What do the screens show for `CCOC(=O)c1c(C)n(C)c2ccc(OCCN(C)C)cc12`?
KLF5 inhibitor: -9; AI-2 QS mod: -5; HSF1 inhib: -3; HSP90 inh: 0; HIF act: 0.0; HSF1 activator: 2; GSK3B inh: -5; aSyn UTR inh: -12; IEC-6 cytotox: 1

What do the screens show for `COCCNc1ncnc2c1cnn2Cc1ccccc1Cl`?
GSK3A inh: -1; KLF5 inhibitor: -21; AI-2 QS mod: 18; HSF1 inhib: 2; HSP90 inh: -2; HIF act: -0.2; HSF1 activator: 16; GSK3B inh: 1; aSyn UTR inh: 4; IEC-6 cytotox: -1

Results for S=C1NC(c2ccccc2)=CC(c2ccccc2)N1 (centres undefined) ?
GSK3A inh: -1; KLF5 inhibitor: 2; AI-2 QS mod: 5; HSF1 inhib: -3; HSP90 inh: 4; HIF act: -0.1; HSF1 activator: 3; GSK3B inh: 0; aSyn UTR inh: -2; IEC-6 cytotox: 4

What do the screens show for `Cc1cc(C)nc(Oc2ccc(Br)cc2)n1`?
GSK3A inh: -3; KLF5 inhibitor: -22; AI-2 QS mod: -35; HSF1 inhib: 1; HSP90 inh: -2; HIF act: -0.2; HSF1 activator: -7; GSK3B inh: -1; aSyn UTR inh: 14; IEC-6 cytotox: -5

How did CN(C)C=Nc1nonc1-c1ccc(Cl)cc1 do in these assays?
GSK3A inh: -3; KLF5 inhibitor: -8; AI-2 QS mod: 9; HSF1 inhib: 1; HSP90 inh: 1; HIF act: -0.1; HSF1 activator: 4; GSK3B inh: 7; aSyn UTR inh: 7; IEC-6 cytotox: -2

What do the screens show for `Cc1cnc(NC(=O)CCCc2nc3ccccc3s2)s1`?
GSK3A inh: 0; KLF5 inhibitor: -4; AI-2 QS mod: 0; HSF1 inhib: 6; HSP90 inh: 1; HIF act: -0.6; HSF1 activator: 24; GSK3B inh: -2; aSyn UTR inh: 30; IEC-6 cytotox: -1

Results for O=C(O)/C=C/C(=O)NC1CC1 ?
GSK3A inh: 2; KLF5 inhibitor: -25; AI-2 QS mod: 8; HSF1 inhib: -5; HSP90 inh: -2; HIF act: 0.0; HSF1 activator: -7; GSK3B inh: 2; aSyn UTR inh: -3; IEC-6 cytotox: -7

How did CCOc1cc(NC(=O)c2ccco2)c(OCC)cc1NC(=O)c1cc(OC)c(OC)c(OC)c1 do in these assays?
GSK3A inh: -1; KLF5 inhibitor: 11; AI-2 QS mod: 27; HSF1 inhib: -4; HSP90 inh: 3; HIF act: 0.0; HSF1 activator: 17; GSK3B inh: -2; aSyn UTR inh: 14; IEC-6 cytotox: 2

Results for CSc1ccccc1C(=O)Nc1cccc([N+](=O)[O-])c1 ?
KLF5 inhibitor: -11; AI-2 QS mod: 8; HSF1 inhib: 1; HSP90 inh: -3; HIF act: -0.3; HSF1 activator: -9; GSK3B inh: -5; aSyn UTR inh: -44; IEC-6 cytotox: 4

How did O=c1c2ccccc2oc2ccc(-c3ccc4[nH]ccc4c3)cc12 do in these assays?
GSK3A inh: 0; AI-2 QS mod: inconclusive; HSF1 inhib: 12; HIF act: 4.1; HSF1 activator: 15; GSK3B inh: 4; aSyn UTR inh: -154

What do the screens show for `O=S(=O)(Nc1ccc(Cl)cn1)c1cccc(S(=O)(=O)c2ccccc2)c1`?
GSK3A inh: 0; KLF5 inhibitor: -1; AI-2 QS mod: -14; HSF1 inhib: 4; HSP90 inh: 0; HIF act: -0.1; HSF1 activator: 5; GSK3B inh: -1; aSyn UTR inh: 0; IEC-6 cytotox: -2

How did O=C1NC(=Nc2ccccc2Cl)SC1(CO)CO do in these assays?
GSK3A inh: -3; KLF5 inhibitor: -22; AI-2 QS mod: 12; HSF1 inhib: -9; HSP90 inh: 2; HIF act: -0.6; HSF1 activator: -8; GSK3B inh: -2; aSyn UTR inh: 4; IEC-6 cytotox: 3

Results for CCc1ccc(C(C)NC(=O)c2ccc3c(c2)OCO3)cc1 (centres undefined) ?
GSK3A inh: -2; KLF5 inhibitor: -7; AI-2 QS mod: 5; HSF1 inhib: 11; HSP90 inh: 0; HIF act: -0.4; HSF1 activator: 2; GSK3B inh: 1; aSyn UTR inh: 10; IEC-6 cytotox: -5

Results for CCN(CC)C(=O)COc1ccc(/C(C)=N/NC(=O)c2ccccc2-n2cccc2)cc1 ?
GSK3A inh: -1; KLF5 inhibitor: 6; AI-2 QS mod: 14; HSF1 inhib: -2; HSP90 inh: -2; HIF act: -0.6; HSF1 activator: -10; GSK3B inh: 0; aSyn UTR inh: -3; IEC-6 cytotox: -10

What do the screens show for `COC(=O)C1=C(C)NC(C)=C(C(=O)OC)C1C(=O)OC1CCCCC1=O` (centres undefined)?
GSK3A inh: 1; KLF5 inhibitor: 17; AI-2 QS mod: 5; HSF1 inhib: -4; HSP90 inh: 1; HIF act: 0.3; HSF1 activator: 3; GSK3B inh: -1; aSyn UTR inh: -3; IEC-6 cytotox: 3

What do the screens show for `CC(C)N1C(=O)C2C(C(=O)NCc3ccccc3)C3C=CC2(O3)C1C(=O)NC(C)(C)C` (centres undefined)?
GSK3A inh: 2; KLF5 inhibitor: 9; AI-2 QS mod: 25; HSF1 inhib: 1; HSP90 inh: 3; HIF act: 0.0; HSF1 activator: 3; GSK3B inh: 0; aSyn UTR inh: 12; IEC-6 cytotox: 1

How did CC12C(=O)N(c3ccccc3C(=O)O)C(=O)C1C1C=CC2C1 (centres undefined) do in these assays?
GSK3A inh: 6; KLF5 inhibitor: -18; AI-2 QS mod: 15; HSF1 inhib: 0; HSP90 inh: 2; HIF act: 0.1; HSF1 activator: -9; GSK3B inh: 2; aSyn UTR inh: 3; IEC-6 cytotox: 4

Results for CCc1ccc2[nH]c(=O)c(C(c3nnnn3Cc3ccc(OC)cc3)N3CCOCC3)cc2c1 (centres undefined) ?
KLF5 inhibitor: -7; AI-2 QS mod: 11; HSF1 inhib: 7; HSP90 inh: 1; HIF act: 0.2; HSF1 activator: 4; GSK3B inh: 5; aSyn UTR inh: -13; IEC-6 cytotox: 4

How did COC(=O)[C@@H]1C[C@@H]2CC[C@@H](O)C[C@@H]2N1Cc1ccc(OC)cc1 do in these assays?
GSK3A inh: 1; AI-2 QS mod: 7; HSF1 inhib: 2; HIF act: 0.7; HSF1 activator: -6; GSK3B inh: 5; aSyn UTR inh: 1

What do the screens show for `Cc1ncc(CC(=O)n2cc(C(=O)c3cc(F)ccc3O)cn2)s1`?
GSK3A inh: 0; KLF5 inhibitor: -20; AI-2 QS mod: 20; HSF1 inhib: -19; HSP90 inh: -2; HIF act: 0.6; HSF1 activator: -30; GSK3B inh: 1; aSyn UTR inh: -9; IEC-6 cytotox: 1

Results for CCOc1cc(C(=O)NCCCn2ccnc2)cc(OCC)c1OCC ?
GSK3A inh: 0; KLF5 inhibitor: 3; AI-2 QS mod: 1; HSF1 inhib: 4; HSP90 inh: -2; HIF act: -0.3; HSF1 activator: 16; GSK3B inh: 1; aSyn UTR inh: 15; IEC-6 cytotox: -1

Results for O=C(CSc1nc(C2CCCCC2)n(-c2ccccc2)n1)NCCN1C(=O)CSC1=O ?
GSK3A inh: 1; KLF5 inhibitor: 12; AI-2 QS mod: 31; HSF1 inhib: 2; HSP90 inh: -2; HIF act: -2.0; HSF1 activator: 5; GSK3B inh: -1; aSyn UTR inh: 10; IEC-6 cytotox: 3

What do the screens show for `O=C(CNC(=O)C12CC3CC(CC(C3)C1)C2)OCC(=O)N1CCCCC1`?
GSK3A inh: 2; AI-2 QS mod: 4; HSF1 inhib: 8; HIF act: -0.3; HSF1 activator: 11; GSK3B inh: -12; aSyn UTR inh: -8

Results for COc1ccccc1NC(=S)NC(=O)CCCOc1ccc(Cl)cc1Cl ?
GSK3A inh: -3; KLF5 inhibitor: 9; AI-2 QS mod: 36; HSF1 inhib: -2; HSP90 inh: 0; HIF act: -0.3; HSF1 activator: -7; GSK3B inh: 3; aSyn UTR inh: 5; IEC-6 cytotox: 3

How did COC(=O)c1ccc(N2CCN(S(=O)(=O)c3c(C)cc(C)cc3C)CC2)c([N+](=O)[O-])c1 do in these assays?
GSK3A inh: -1; KLF5 inhibitor: 28; AI-2 QS mod: 7; HSF1 inhib: 0; HSP90 inh: 1; HIF act: -0.6; HSF1 activator: 7; GSK3B inh: 2; aSyn UTR inh: 1; IEC-6 cytotox: 7
